NR2E3 ag-1 – NR2E3 (human) agonism; Q9Y5X4; GST-NR2E3/biotin-RetCOR TR-FRET, 1536-well; inhibition of corepressor binding, % at 4.78 µM; 320,000 compounds, 0.12% hits; AID 2300;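 active means percent inhibition above the cutoff of mean plus 3 SD of all tested compounds, set per screening campaign, cut at about 20% in these data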;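 further: 0% = DMSO wells and 100% = biotin wells as full block of FRET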
Target sequence (Q9Y5X4 whole entry, looked up): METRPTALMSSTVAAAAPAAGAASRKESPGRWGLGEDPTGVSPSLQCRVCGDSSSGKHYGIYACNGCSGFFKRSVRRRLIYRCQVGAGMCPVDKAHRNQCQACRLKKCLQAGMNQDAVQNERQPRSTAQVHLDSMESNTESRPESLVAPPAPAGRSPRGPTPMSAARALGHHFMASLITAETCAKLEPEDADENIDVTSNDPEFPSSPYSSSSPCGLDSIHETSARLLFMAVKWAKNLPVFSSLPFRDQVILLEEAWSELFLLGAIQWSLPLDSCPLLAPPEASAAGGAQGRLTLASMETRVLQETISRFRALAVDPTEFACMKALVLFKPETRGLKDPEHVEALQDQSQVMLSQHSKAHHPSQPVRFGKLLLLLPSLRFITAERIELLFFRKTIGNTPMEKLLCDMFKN
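Material – GST-tagged NR2E3 plus biotinylated RetCOR corepressor · Quantity – NR2E3 fusion 1.35 nM · Times – 5 h incubation at 4 °C · Medium – pH 7.5 Tris-based buffer · Technique – TR-FRET, Eu(K)-anti-GST donor, streptavidin-D2 acceptor, ex 340, em 617/671 nm · Benchmarks – high control biotin, low control 0.6% DMSO · Format – 1536-well plates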
KKLEB cytotox – CF airway cell cytotoxicity counter-screen; KKLEB CF airway cells viability, ATPlite luminescence, overnight; stronger effect = lower value; cells stimulated with P. aeruginosa culture filtrate; activity change (cytotoxicity), % at 5 µM; 360,000 compounds, 0.36% hits;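 active means corrected activity change at or below -50% at 5 µM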
NR2E3 ag-2 – activates human NR2E3 receptor | 360,000 compounds, 0.35% hits | Q9Y5X4 | CHO-S Gal4-NCOR/VP16-NR2E3 two-hybrid, luciferase | AID 602229 | inhibition of corepressor binding, % at 3.98 µM;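 active means inhibition above the mean of all tested compounds plus 3 SD, cut at about 70% in these data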;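 further: 0% = DMSO with NR2E3 transfected cells and 100% = cells lacking NR2E3 construct; higher means lower luciferase signal from less NR2E3 corepressor binding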
Shn3 inh set2 – reduces Shn3 3'UTR luciferase signal in osteoblasts; Clone20 osteoblast Shn3 3'UTR firefly luciferase, 24 h; inhibition, % at 12.5 µM; 360,000 compounds, 0.52% hits;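 active means mean inhibition of at least 75% with every replicate also reaching 75%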;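 further: 0% = median of neutral control wells and 100% = pilot-screen positive control compound; some compounds past the cut are filed as inactive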
Peg3 promoter – inhibitors of Peg3 promoter | HeLa PEG-Prom luciferase reporter, luminescence, overnight | inhibition, % at 20 µM | 360,000 compounds, 1.7% hits;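 active means inhibition of at least 50% at 20 µM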
TWEAK-Fn14 inh – TWEAK-Fn14 signaling inhibition. TWEAK-stimulated Fn14 reporter cells, luciferase luminescence, 8 h. 360,000 compounds, 2% hits. inhibition, % at 10 µM. AID 1159606; in the data active means inhibition above about 50%
MITF TRPM1 inh – MITF TRPM1 promoter inhibition in SK-MEL-5 cells. SK-MEL-5 TRPM1 promoter luciferase, 24 h. inhibition, % at 12.5 µM. 330,000 compounds, 0.83% hits. AID 488899;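 active means mean inhibition across replicates of 60% or more, whatever share of single replicates reaches that level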; further: values of inactives mirror those of a sister screen read the other way
iPSC survival up – enhancers of human iPSC single-cell survival | survival enhancement, % at 20 µM | hiPSC single-cell survival, ATPlite luminescence; 100% = ROCK inhibitor wells, 0% = DMSO | 360,000 compounds, 0.044% hits; in the data active means survival enhancement above about 18%;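 further: cells exposed to compounds for 16 hours before the ATP read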
CF NFkB inh – blocks PAF-induced NF-kB reporter in cystic fibrosis cells. AID 588850. 360,000 compounds, 0.86% hits. inhibition, % at 5 µM. KKLEB NF-kB-GFP reporter, GFP fluorescence overnight;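 active means at least 50% inhibition at 5 µM, scaled per plate between neutral and stimulator controls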;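 further: PAF is a Pseudomonas aeruginosa culture filtrate used as stimulus; plate controls were PAF-stimulated DMSO wells for no effect and unstimulated DMSO wells for full effect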
aDG glyco up – increases alpha dystroglycan glycosylation | Pro5-aDG cells, alpha-DG glycosylation AlphaScreen (IIH6); 0% Pro5, 100% B10-LARGE cell signal | activation, % at 10 µM | 360,000 compounds, 0.22% hits | AID 624168;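 active means activation of at least 8% versus controls, or a plate z-score of at least 8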;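 further: Pro5 are CHO cells carrying HIG-tagged alpha-DG that lacks glycosylation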
HIF-2a block – blocks HIF-2a reporter activity. 786-0 RCC cells HIF-2a reporter, luciferase luminescence, overnight. inhibition, % at 18.8 µM. 360,000 compounds, 0.72% hits;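 active means inhibition of the luminescence signal of 40% or more relative to plate controls, in a single-dose primary screen at 18.75 µM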
Starred values were filed as active, the others as inactive; / = not tested or not shown.

SMILES	NR2E3 ag-1	KKLEB cytotox	NR2E3 ag-2	Shn3 inh set2	Peg3 promoter	TWEAK-Fn14 inh	MITF TRPM1 inh	iPSC survival up	CF NFkB inh	aDG glyco up	HIF-2a block
O=C(O)c1ccc(S(=O)(=O)N2CCC(Cc3ccccc3)CC2)cc1	-2.7	-37.9	-14.2	-5.8	15.4	-26.2	-2.5	0.5	-11.5	0.2	0.3
CN(C)CCOC1c2ccccc2CCc2ccc3ccccc3c21 (stereo not given)	-4.2	-2.6	10.8	19.1	22.0	-19.1	5.3	-0.5	9.4	0.2	28.9
Cc1c(C(=N)C(C#N)C#N)c(=N)oc2c1ccc1ccccc12	-2.4	-0.3	-23.9	-3.7	-13.0	-11.4	-0.7	-0.7	-55.3	-0.1	-59.2
CCOc1ncccc1C(=O)OCC(=O)N1CCc2ccccc21	1.7	-5.8	-2.5	1.8	-12.9	3.4	1.1	-0.9	3.5	-0.1	2.5
Nc1cccnc1S(=O)(=O)c1ccccc1	-3.5	4.5	-13.8	6.6	-0.8	-5.1	-10.8	-0.3	0.0	0.1	20.2
COc1ccc(Br)cc1C(=O)Nc1ccc(C(=O)O)cc1	-1.6	-5.6	-28.6	7.0	1.8	-32.2	1.6	0.0	-4.8	-0.3	1.2
O=C(CSc1nnc(SCc2cccc3ccccc23)s1)Nc1ccc(C(=O)O)cc1	3.3	1.6	-4.4	-7.5	3.7	-32.2	-2.6	0.3	-6.2	0.2	6.8
CCNC1CCS(=O)(=O)C1 (stereo not given)	1.2	4.5	-11.2	-5.2	15.6	-13.2	-2.4	-0.9	-5.6	0.0	13.4
CCC1(c2ccccc2)NC(=O)N(CC(=O)Nc2ccccc2N2CCCCC2)C1=O (stereo not given)	-0.7	6.4	-55.9	19.7	18.2	23.2	-6.2	-0.4	12.8	-0.1	14.4
CCN(CCn1cccn1)Cc1c(C(=O)N2CCCCCCC2)nc2ccc(Cl)cn12	0.4	-6.3	2.5	-5.8	11.1	16.7	5.4	-0.7	5.3	0.3	17.6
COc1ccc([C@@H]2CC=C(C(=O)O)[C@H](c3ccc(F)cc3)N2S(=O)(=O)c2ccc(C)cc2)cc1OC	3.8	-4.9	-42.4	-10.0	10.4	13.4	7.3	1.2	15.2	0.2	9.4
CC(=O)c1cccc(NC(=O)C(C)OC(=O)c2cccc(-n3cnnn3)c2)c1 (stereo not given)	5.8	3.8	-21.3	5.2	16.1	-20.7	5.7	-0.4	5.3	-0.1	2.8
Cc1ccc(C)c(-c2csc(Nc3ncccn3)n2)c1	2.7	2.2	-23.9	-34.2	-40.1	-13.4	-8.7	1.0	-21.6	2.1	-64.0
O=C(O)Cn1nnnc1SCC(=O)Nc1ccccc1F	1.7	-3.7	-2.2	4.1	-4.1	11.3	11.2	-0.3	-9.6	0.0	8.4
CSCCC(NC(=O)c1ccco1)C(=O)NCc1ccc2c(c1)OCO2 (stereo not given)	/	13.8	-15.4	1.8	9.6	-13.2	-1.7	-0.6	-8.4	0.1	23.0
CC1CCCCN1Cc1c(O)ccc2c(=O)c(-c3nc4ccccc4s3)coc12 (stereo not given)	0.5	8.3	-27.5	-8.9	-39.7	22.7	-18.5	-0.7	-4.9	-0.1	-107.0
CC(=O)c1cccc(OCC(=O)Nc2ccccc2N2CCOCC2)c1	3.2	4.9	-1.8	-11.9	23.2	-16.5	-11.8	-0.2	-26.0	0.5	12.9
CCc1c(O)nc(SCC(=O)Nc2ccccc2)n(-c2ccccc2)c1=O	2.3	10.3	-17.0	95.8*	4.6	-4.5	0.1	0.6	-36.1	0.1	8.6
CN1CCN(Cc2ccc(Sc3ccc(Cl)cc3)c([N+](=O)[O-])c2)CC1	1.6	-3.7	19.4	17.1	1.5	14.3	2.7	1.7	2.8	1.2	13.7
Cc1onc(-c2ccccc2)c1C(=O)OCC(=O)Nc1ccccc1	/	-0.3	14.3	12.5	16.7	1.0	-11.9	-0.2	-14.3	0.3	-0.7
CCOc1[nH]n(-c2ccc(Cl)cc2)c(=O)c1C=Nc1ccc(Cl)cc1	0.6	-4.6	-32.8	6.6	3.8	-2.8	6.5	-0.1	4.3	-0.2	20.2
COc1cccc(CN2CCNC(=O)C2CC(=O)O)c1OC (stereo not given)	0.6	-5.1	9.4	-0.6	5.5	-1.2	/	0.8	-2.2	0.1	9.0
CC(C)N(C(=O)CN1CCN(C(=O)C2COc3ccccc3O2)CC1)C(C)C (stereo not given)	2.0	-9.4	5.2	-6.7	1.1	6.0	-6.7	0.4	1.5	0.3	6.4
CCOc1ccc(OCCC(=O)OCC(=O)Nc2cc(C)nn2-c2ccccc2)cc1	-0.3	8.8	-19.8	12.3	7.7	2.0	8.4	-0.3	3.8	0.0	13.4
CC1CCc2c(C(=O)NCc3ccccn3)csc2C1 (stereo not given)	-0.5	2.3	-32.2	-62.9	-247.2	9.1	-45.8	1.2	1.3	0.0	-195.3

In the list so far, these have a Cl atom:
SMILES	NR2E3 ag-1	KKLEB cytotox	NR2E3 ag-2	Shn3 inh set2	Peg3 promoter	TWEAK-Fn14 inh	MITF TRPM1 inh	iPSC survival up	CF NFkB inh	aDG glyco up	HIF-2a block
CCN(CCn1cccn1)Cc1c(C(=O)N2CCCCCCC2)nc2ccc(Cl)cn12	0.4	-6.3	2.5	-5.8	11.1	16.7	5.4	-0.7	5.3	0.3	17.6
CN1CCN(Cc2ccc(Sc3ccc(Cl)cc3)c([N+](=O)[O-])c2)CC1	1.6	-3.7	19.4	17.1	1.5	14.3	2.7	1.7	2.8	1.2	13.7
CCOc1[nH]n(-c2ccc(Cl)cc2)c(=O)c1C=Nc1ccc(Cl)cc1	0.6	-4.6	-32.8	6.6	3.8	-2.8	6.5	-0.1	4.3	-0.2	20.2

(next part)
SMILES	NR2E3 ag-1	KKLEB cytotox	NR2E3 ag-2	Shn3 inh set2	Peg3 promoter	TWEAK-Fn14 inh	MITF TRPM1 inh	iPSC survival up	CF NFkB inh	aDG glyco up	HIF-2a block
Cc1cc(N2C(=O)C(=O)/C(=C(/O)c3ccccc3)C2c2cccc(Br)c2)no1 (stereo not given)	1.2	7.6	4.1	-7.2	-11.6	-6.9	-4.3	-0.3	-10.5	0.1	4.2
COc1ccc(/C=C/C(=O)NNC(=O)c2ccncc2)c(OC)c1	0.3	-5.2	-7.1	5.4	-26.2	-9.4	-5.2	0.2	10.5	-0.2	-23.2
COc1ccc(C)cc1S(=O)(=O)N(CC(=O)Nc1cccc([N+](=O)[O-])c1)c1ccccc1	-2.3	-9.9	-23.5	17.2	19.6	20.7	-8.1	-2.3	4.2	-0.2	23.3
CCn1c(SCC(=O)Nc2ccccc2F)nc2c(c1=O)SC(C)C2 (stereo not given)	-2.6	-1.2	-5.8	27.6	30.5	12.2	0.8	3.0	6.5	0.1	16.8
Cc1ccc(S(=O)(=O)NNC(=O)CCC(=O)Nc2ccc(C)c(C)c2)cc1	3.4	7.7	0.3	-20.9	8.2	-6.5	6.6	-2.7	-40.0	-0.3	8.1
O=C(O)c1ccccc1-c1ncc(-c2ccccc2)o1	-3.2	7.6	-27.8	1.3	-8.2	-8.7	-2.3	-0.4	-8.0	0.0	-25.8
CC(C)(C)c1ccc(C(=O)Nc2ccc(O)c3c(=O)cc(-c4ccccc4Cl)oc23)cc1	0.2	-15.6	-24.8	-16.8	4.5	-1.4	-2.8	0.0	30.7	-0.1	-53.7
CCOc1ccc2nc(C)cc(Nc3cccc([N+](=O)[O-])c3)c2c1	4.3	-22.6	-26.5	8.4	91.7*	-14.7	83.5*	0.6	-25.5	0.2	62.9*
Cc1ccccc1Cc1c(C)nc2nc(SCC(=O)NCCCN3CCCC3)nn2c1C	0.3	4.8	-7.8	9.8	-1.8	-3.0	0.3	-0.1	-6.0	0.1	5.3
O=C(Nc1cc(Cl)ccn1)C1CCN(S(=O)(=O)c2cccs2)CC1	0.2	3.0	10.4	19.3	18.3	22.2	12.4	1.6	11.8	0.5	3.6
CCC(=O)Nc1ccc(NC(=O)CCc2ccccc2)cn1	-5.3	9.7	-9.6	2.1	5.8	0.8	0.1	0.0	-20.8	0.0	10.7
CCC1CN(C(=O)NCc2cccc(OC)c2)c2cc(Cl)ccc2O1 (stereo not given)	/	0.7	-11.5	8.6	-2.2	-29.6	-4.2	-0.1	0.3	0.1	8.6
COc1ccc(NC(=O)N(C)C[C@H]2Oc3cc(Br)ccc3S(=O)(=O)N([C@H](C)CO)C[C@@H]2C)cc1	/	7.5	12.0	-25.9	4.1	-7.7	/	-0.8	20.1	-0.2	5.5
O=C1/C(=C/c2cccc(O)c2)SC(=S)N1CC1CCCO1 (stereo not given)	-0.7	18.4	-4.8	4.1	-53.2	-1.9	-18.4	0.0	-15.7	0.1	-33.0
O=C(Nc1ccc(Br)cc1)N1CCCCCCC1	3.7	0.0	-33.2	-25.9	-114.0	-22.9	-15.4	4.8	11.9	0.5	-103.4
CC(Oc1ccccc1)C(=O)N1CCN(c2ccc(N3CCCCCC3)nn2)CC1 (stereo not given)	3.0	3.6	-3.8	-18.9	-21.7	8.9	1.6	0.1	-9.0	0.0	-2.2
c1csc(CSc2nc3ccccc3s2)c1	-1.6	-0.1	-104.8	-94.0	-300.5	-20.2	-98.3	0.4	-13.9	0.0	-338.6
COCCNC(=O)c1c[nH]n2c(=O)cc(C3CCN(C(=O)OC(C)(C)C)CC3)nc12	1.5	-6.2	7.5	-20.0	8.1	-11.6	3.5	-0.2	-9.6	-0.1	-2.9
Cc1ccc(-c2nn(C)c(=O)c3ccccc23)cc1S(=O)(=O)N1CCOCC1	0.1	-11.6	5.2	-0.9	-2.1	-0.2	-2.3	2.8	-31.8	-0.3	-1.2
NNc1cc(C(=O)O)ccc1Cl	3.7	5.7	-31.6	-4.1	10.6	-7.8	-8.1	-0.6	16.2	0.0	7.0
O=C(CN(Cc1ccco1)C(=O)CCC(=O)Nc1ccccn1)NCCc1ccccc1	2.8	2.0	-4.0	5.8	10.0	-9.3	-7.7	2.9	3.6	-0.3	12.7
O=C(NCC1CCCO1)c1cccc(Oc2ccc([N+](=O)[O-])cc2Cl)c1 (stereo not given)	2.3	10.3	19.2	34.1	26.8	0.2	11.3	0.2	3.9	0.5	8.7
Cc1ccc(S(=O)(=O)N2CCN(Cc3ccco3)CC2)cc1C	-0.1	24.3	-33.9	3.5	-0.6	-7.8	18.1	-0.4	-11.3	-0.1	7.5
CC(Nc1nc(N2CCOCC2)nc2ccccc12)c1ccccc1 (stereo not given)	0.4	-19.7	13.7	13.2	9.9	-31.2	-7.6	0.7	7.0	0.2	27.7
N#CCC(=O)Nc1ccc(C(=O)Nc2cccc(S(=O)(=O)N3CCCC3)c2)cc1	/	6.1	-15.1	-4.3	5.5	6.9	/	-2.3	-1.0	-0.1	11.5
Cc1ccc(-n2cccn2)c(CN2CCCC(CNC(=O)c3ccc(F)cc3)C2)c1 (stereo not given)	-0.7	-9.4	-14.4	24.6	-9.3	4.7	9.4	-0.5	-6.8	-0.3	9.9

Compound activity as filed in PubChem.
